# PGC1a acetyl inh: inhibitors of PGC1a acetylation signal, primary screen, cell-based, U2OS, AlphaScreen, inhibitor mode; AlphaScreen anti-acetyl-lysine; with virally co-expressed GCN5 acetyltransferase; inhibition, % at 15.6 µM; 0.17% of 350,000 active; AID 651687, 2012;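 active = every replicate shows inhibition of at least 40%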;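 note: 0% = neutral control wells and 100% = positive control wells; some results beyond the cut were filed as inactive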
# S100A4 MyoIIA: inhibitors of S100A4-myosin IIA peptide binding, primary screen, biochemical, fluorescence polarization, TAMRA-MyoIIA peptide; inhibition, % at 10.7 µM; 0.14% of 360,000 active; AID 652163, 2013;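 active = mean inhibition of at least 70% across replicates, with every replicate also reaching that level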
# Target sequence (P26447 whole entry, looked up): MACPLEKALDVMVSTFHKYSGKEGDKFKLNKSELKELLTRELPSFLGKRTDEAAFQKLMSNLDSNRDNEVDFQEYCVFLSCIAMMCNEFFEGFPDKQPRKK
#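 assay system = human S100A4 monomer with TAMRA-labelled myosin IIA peptide | also added = labelled myosin peptide probe, 5 nM | incubation = 5 min between mix addition and reading | control set = DMSO and TFP controls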
# C2C12 statin: suppressors of statin myotoxicity in C2C12 myotubes, primary screen, cell-based, single point, plate reader. C2C12 myotubes + simvastatin, ATP luminescence, 48 h; scaled: DMSO 0, geranylgeraniol control 100. rescue of ATP level, % at 7.49 µM. 0.78% of 330,000 active;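 active = mean ATP rescue above about 67%, or every replicate alone reaching that limit, limit read from the data, passing the limit was not always enough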;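 note: myotubes were challenged with 10 µM simvastatin during compound exposure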
# Cneo AK release: Cryptococcus neoformans cell lysis inducers, primary screen, AK release luminescence, single concentration. C. neoformans lysis, adenylate kinase release luminescence, 4 h; normalised: neutral wells 0, clomiphene wells 100. lysis activity, % at 15 µM. 0.2% of 360,000 active. AID 651654, 2012;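 active = mean lysis activity across replicates of at least 80%, whatever share of replicates individually reach that level; inactive = mean lysis activity below 80%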
#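 Assay system: log-phase C. neoformans yeast / Quantity: yeast cell density of 5 × 10^6 cells/mL / Medium: fresh YPD growth medium / Compound: single dose / Timing: static 4 h at 37 °C with compound, 1 h detection / Measured by: adenylate kinase release luminescence / Read-out: lysis from increased AK signal / Benchmarks: Clomiphene as positive lysis control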
# SIRT5 inh: SIRT5 desuccinylase inhibitors, primary screen, biochemical, fluorescence imaging, single point, set 5; NAD-dependent protein deacylase sirtuin-5, mitochondrial (Homo sapiens), Q9NXA8; Purified SirT5, succinyl-peptide AMC, trypsin-coupled fluorescence; inhibition, % at 15 µM; 1.1% of 330,000 active; in the data active = inhibition above about 15%
# LGR2 antag: inhibitors of bursicon-induced LGR2 CRE-luciferase signal, primary screen, cell-based, HEK293, CRE-luciferase reporter, bursicon stimulation; 0.35% of 380,000 active; AID 720647, 2013; inhibition, % at 9.99 µM; Drosophila bursicon receptor LGR2 (rickets); bursicon-stimulated, 4 h;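 active = drop in luminescence signal, shown as inhibition above about 50% in the replicate tests, limit read from the data, passing the limit was not always enough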;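 note: agonist challenge used bursicon conditioned medium at about half maximal strength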
# ERAP1 HTS inh: human ERAP1 aminopeptidase inhibitors, primary screen, biochemical, single point, plate reader | Endoplasmic reticulum aminopeptidase 1 (Homo sapiens), Q9NZ08 | recombinant ERAP1, Leu-AMC fluorescence, 60 min | inhibition, % at 10.7 µM | 0.15% of 340,000 active | AID 652197, 2013;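 active = mean replicate inhibition of at least 30%, or all replicates individually reaching that 30% level; inactive = mean below 30% and not every replicate reaching it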;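 note: 0% = neutral control wells and 100% = L-leucinethiol positive control wells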
# Target sequence (Q9NZ08 whole entry, looked up): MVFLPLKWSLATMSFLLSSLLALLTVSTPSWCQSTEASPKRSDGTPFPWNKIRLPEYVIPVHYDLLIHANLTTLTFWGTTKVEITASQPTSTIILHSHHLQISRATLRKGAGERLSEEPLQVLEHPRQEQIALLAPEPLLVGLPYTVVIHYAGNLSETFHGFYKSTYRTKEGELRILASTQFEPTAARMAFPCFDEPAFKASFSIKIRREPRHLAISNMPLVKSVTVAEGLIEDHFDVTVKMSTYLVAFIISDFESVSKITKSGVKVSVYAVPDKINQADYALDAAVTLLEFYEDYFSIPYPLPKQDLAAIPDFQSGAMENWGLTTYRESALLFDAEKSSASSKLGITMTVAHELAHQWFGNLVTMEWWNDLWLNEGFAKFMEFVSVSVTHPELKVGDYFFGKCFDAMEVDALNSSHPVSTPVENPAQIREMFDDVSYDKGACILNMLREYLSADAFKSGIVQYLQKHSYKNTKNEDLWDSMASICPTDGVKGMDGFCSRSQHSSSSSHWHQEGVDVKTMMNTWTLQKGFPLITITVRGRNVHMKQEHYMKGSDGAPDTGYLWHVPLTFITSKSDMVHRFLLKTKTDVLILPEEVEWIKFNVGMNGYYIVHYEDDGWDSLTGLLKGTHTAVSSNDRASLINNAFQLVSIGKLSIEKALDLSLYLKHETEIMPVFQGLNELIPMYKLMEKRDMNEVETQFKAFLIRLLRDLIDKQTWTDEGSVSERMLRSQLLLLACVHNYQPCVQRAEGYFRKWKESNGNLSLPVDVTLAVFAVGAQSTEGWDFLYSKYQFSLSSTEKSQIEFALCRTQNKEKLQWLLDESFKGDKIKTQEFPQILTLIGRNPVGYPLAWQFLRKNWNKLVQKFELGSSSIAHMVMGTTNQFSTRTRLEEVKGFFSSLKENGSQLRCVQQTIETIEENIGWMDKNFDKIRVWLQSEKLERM
# XiGFP reactiv: activators of inactive X chromosome reactivation, primary screen, imaging, XiGFP fibroblasts, GFP high-content imaging, set 2. 0.055% of 360,000 active. AID 743238, 2013. activation, % at 7.58 µM. XiGFP mouse fibroblasts, % GFP-positive cells imaging, 3 d; cells co-treated with 5-aza-dC sensitizer; scaled so ellipticine positive control = 100%;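 active = mean normalized replicate activation at least 10% and every replicate at or above 10%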;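 note: 0% = median of on-plate neutral control wells and 100% = ellipticine 6 µM median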
#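 Material: XiGFP fibroblasts, SV40-immortalized; Buffer or medium: DMEM containing 5-aza-dC; Compound dosing: single point; Times: 3 days compound exposure.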
# Starred values were filed as active, the others as inactive; x = not tested or not shown; & = joins results of further samples. Only part of the results is shown. The share of hits here may be higher or lower than overall.
SMILES,PGC1a acetyl inh,S100A4 MyoIIA,C2C12 statin,Cneo AK release,SIRT5 inh,LGR2 antag,ERAP1 HTS inh,XiGFP reactiv
CO[C@@H]1CN(C)C(=O)c2ccc(NC(=O)Nc3ccccc3)cc2OC[C@H](C)N(C(=O)CN(C)C)C[C@H]1C,-2,-18,6,x,x,-10,x,-0.2
C[C@H](CO)N1C[C@H](C)[C@H](CN(C)C(=O)C2CCCCC2)OCCCC[C@H](C)Oc2ccc(NS(=O)(=O)c3ccc(F)cc3)cc2C1=O,1,-5,x,0,4,11,4,0.0
CC1(C)CC(C(CC(=O)N2CCCC2)Cc2ccccc2)CCO1 (configuration not stated),-4,-3,37,1,-4,4,1,0.0
CC(C)N(C[C@H]1N[C@H](CO)[C@H]1c1ccccc1)S(=O)(=O)c1ccccc1,1,-5,-6,-2,0,-3,0,0.4
Cc1nnc2ccc(-c3ccc(NC(=O)c4cccnc4Cl)cc3)nn12,-7,-2,7,6,-4,14,x,-0.1
O=C(O)c1ccc(S(=O)(=O)c2ccc3c(c2)C(=O)N(c2ccc(O)cc2)C3=O)cc1,5,-26,-9,x,-1,-2,x,-0.2
Cc1cccc(-n2ncc3c(N(CCO)CCO)ncnc32)c1,2,1,-10,-4,0,x,5,0.3
Cc1cc(Cl)ccc1OCC(=O)N(Cc1ccco1)c1c(N)n(Cc2ccccc2)c(=O)[nH]c1=O,x,-5,3,-1,-8,-3,-2,-0.1
C[C@@H]1CN([C@@H](C)CO)C(=O)c2cc(C#CC(C)(C)O)cnc2O[C@H]1CN(C)Cc1cccc(F)c1,-10,x,1,x,x,1,x,0.2
Cc1ccc2[nH]c3c(Cl)ncnc3c2c1,22,-3,x,-1,1,-3,4,0.2
CC(OC(=O)C1=COCCO1)C(=O)Nc1ccccc1C#N (configuration not stated),1,4,x,x,-6,-6,-3,0.1
Cc1cc(OCC(=O)OCC(=O)NCCN2C(=O)CSC2=O)ccc1Cl,2,-2,-6,1,2,-17,0,0.1
Cc1c(NS(=O)(=O)c2ccc(N(C)C3CCCCC3)c([N+](=O)[O-])c2)c(=O)n(-c2ccccc2)n1C,11,x,x,-3,x,1,x,0.5
O=C1CCCC(O)=C1N=Nc1c(Cl)cc(C(F)(F)F)cc1Cl,10,53,-2,-4,-5,8,-2,-0.1
CC(Oc1ccc(F)cc1)C(=O)Nc1cc(S(=O)(=O)N2CCOCC2)ccc1N1CCN(C)CC1 (configuration not stated),x,8,7,0,-3,0,7,-0.1
CC1CCN(S(=O)(=O)c2ccc(NC(=O)CCN3C(=O)C4CC=CCC4C3=O)cc2)CC1 (configuration not stated),-4,14,3,-1,1,14,6,-0.1
Cc1nonc1OCCNCc1c(C(=O)N(C)C)nc2ccc(Cl)cn12,5,2,-2,x,-3,-12,-5,0.0
O=C(O)CNC1=NCCCCC1,-7,-2,25,1,-1,-11,-2,x
COC(=O)c1ccc(CNC(=O)Cn2cnc3c(SC)nc(N)nc32)cc1,0,5,0,1,-1,-8,2,0.2
COC(=O)C(=C/C(C)=C/c1cccnc1)C(=O)OC,x,1,x,x,2,28,-1,0.0

# 6 records drawn at random from the list so far, as already listed:
SMILES,PGC1a acetyl inh,S100A4 MyoIIA,C2C12 statin,Cneo AK release,SIRT5 inh,LGR2 antag,ERAP1 HTS inh,XiGFP reactiv
Cc1cc(Cl)ccc1OCC(=O)N(Cc1ccco1)c1c(N)n(Cc2ccccc2)c(=O)[nH]c1=O,x,-5,3,-1,-8,-3,-2,-0.1
O=C(O)CNC1=NCCCCC1,-7,-2,25,1,-1,-11,-2,x
COC(=O)c1ccc(CNC(=O)Cn2cnc3c(SC)nc(N)nc32)cc1,0,5,0,1,-1,-8,2,0.2
C[C@@H]1CN([C@@H](C)CO)C(=O)c2cc(C#CC(C)(C)O)cnc2O[C@H]1CN(C)Cc1cccc(F)c1,-10,x,1,x,x,1,x,0.2
Cc1nonc1OCCNCc1c(C(=O)N(C)C)nc2ccc(Cl)cn12,5,2,-2,x,-3,-12,-5,0.0
Cc1ccc2[nH]c3c(Cl)ncnc3c2c1,22,-3,x,-1,1,-3,4,0.2

# Further structures:
SMILES,PGC1a acetyl inh,S100A4 MyoIIA,C2C12 statin,Cneo AK release,SIRT5 inh,LGR2 antag,ERAP1 HTS inh,XiGFP reactiv
O=C(C[C@@H]1C=C[C@@H](NC(=O)Nc2ccccc2)[C@@H](CO)O1)NCc1cccc(F)c1,0,3,1,0,-3,0,-5,-0.2
N#Cc1ccc(-c2ccc3c(c2)[C@H]2[C@H](CCN2S(=O)(=O)c2ccccc2F)[C@H](CO)N3)cc1,17,x,-39,9,x,11,x,0.0
CN(CC(=O)Nc1ccccc1Cl)C(=O)COC(=O)c1cc(S(=O)(=O)N(C)C)ccc1N1CCCC1,x,8,-10,0,1,-8,-2,0.0
CCN(CC(=O)Nc1ccccc1C(=O)NC1CC1)Cc1cccs1,x,0,x,x,-4,-20,-5,0.2
O=C(N/N=C/c1ccc(O)c(Br)c1)c1cc2c(ccc3ccccc32)o1,x,-2,-5,2,0,-42,-2,0.0
O=C(CCN1CCN(c2ccccc2)CC1)NNC(=O)c1ccccc1,6,-1,2,-2,0,5,6,0.0
COc1cccc(NC(=O)C(C)Sc2nnc(C3CC3)n2C2CC2)c1 (configuration not stated),-6,-1,18,0,-6,-2,-3,-0.1
COc1cccc(CN(C)C(=O)CNC(=O)c2ccc3c(c2)OCO3)c1OC,x,-9,5,1,-1,-6,-1,0.2
Cc1ccccc1Cn1c2ccccc2c2cnn(CC(=O)NCCCN3CCN(C)CC3)c(=O)c21,0,-4,-7,2,-7,5,-1,-0.1
COc1ccc(C(=O)c2ccc(Cl)c([N+](=O)[O-])c2)cc1,x,-4,x,x,-7,6,2,3.0
O=C(N[C@H]1CC[C@@H](CCn2cc(C3CC3)nn2)O[C@H]1CO)c1cccnc1,2,-1,8,-4,-4,-3,-1,0.4
CN(C)C(=O)C[C@H]1C[C@H]2c3cc(NC(=O)c4cccnc4)ccc3O[C@H]2[C@@H](CO)O1,1,-10,2,2,3,19,0,0.0
O=C(NCc1ccc(F)cc1)c1cc2ccccn2n1,1,2,-4,-1,0,-5,5,0.0
COc1ccc2c(CCNC(=O)Nc3ccccc3)c[nH]c2c1,6,-1,x,x,1,12,3,0.0
O=C(NCc1ccccc1F)c1cccc(S(=O)(=O)N2CCCCCC2)c1,x,-1,3,0,-6,x,3,-0.1
Cc1nc2c(=O)n(-c3ccc(F)c(Cl)c3)nc(C)c2s1,5,-1,x,0,-2,3,x,1.4
CCn1c(SCc2nc3ccccc3[nH]2)nnc1-c1ccncc1,-8,-5,-1,1,x,-16,-1,x
O=C(O)c1cc(O)ccc1NC(=O)C(c1ccccc1)c1ccccc1,-14,0,-9,3,-3,4,0,-0.2
CC1(C(=O)NCc2ccccc2Br)CCN1Cc1ccc(-c2ccccn2)cc1 (configuration not stated),-10,-9,-18,-1,x,6,-1,0.2
CN(C)/C=N/c1sc2c(c1C#N)CC(C)(C)NC2(C)C,7,x,0,0,x,19,x,x

# Single records (already shown). Order of screens: PGC1a acetyl inh | S100A4 MyoIIA | C2C12 statin | Cneo AK release | SIRT5 inh | LGR2 antag | ERAP1 HTS inh | XiGFP reactiv
# Cc1nnc2ccc(-c3ccc(NC(=O)c4cccnc4Cl)cc3)nn12 across the screens: -7 | -2 | 7 | 6 | -4 | 14 | x | -0.1
# N#Cc1ccc(-c2ccc3c(c2)[C@H]2[C@H](CCN2S(=O)(=O)c2ccccc2F)[C@H](CO)N3)cc1 across the screens: 17 | x | -39 | 9 | x | 11 | x | 0.0
# O=C(NCc1ccc(F)cc1)c1cc2ccccn2n1 across the screens: 1 | 2 | -4 | -1 | 0 | -5 | 5 | 0.0

# (listing goes on)
SMILES,PGC1a acetyl inh,S100A4 MyoIIA,C2C12 statin,Cneo AK release,SIRT5 inh,LGR2 antag,ERAP1 HTS inh,XiGFP reactiv
OCC1(Cc2ccccc2)CCCN(Cc2ccn[nH]2)C1 (configuration not stated),x,-3,1,x,-2,2,1,0.0
CC(C)NC(=O)Nc1ccc2c(c1)C(=O)N([C@@H](C)CO)C[C@H](C)[C@H](CN(C)Cc1ccncc1)OCCCC[C@H](C)O2,9,-3,x,1,-25,-8,-3,0.1
C[C@H]1CN([C@@H](C)CO)C(=O)c2cc(Br)cnc2O[C@@H]1CN(C)S(=O)(=O)c1ccccc1,-5&0,-3&-1,-9&23,3&1,-4&0,-7,-4&0,0.3&-1.5
CCOc1ccc(OCc2ccc(C(=O)N3CCCC3)o2)cc1,-14,2,2,2,1,-9,-5,x
COc1ccc(S(=O)(=O)N(C)C[C@@H]2Oc3ccc(NC(=O)C4CCCCC4)cc3C(=O)N([C@@H](C)CO)C[C@H]2C)cc1,-3,10,-23,-3,5,-11,2,-0.8
CC(C)(Cc1ccc(O)cc1)NC(=O)SCc1ccccc1,x,-7,9,-1,-4,-1,-5,-0.1
C/C=C/c1ccc([C@H]2[C@@H](C#N)N(c3nc(CC)cs3)[C@@H]2CO)cc1,3,5,-1,41,-1,5,-3,-0.1
CCC(C(=O)NCCCN1CCCC1=O)n1c2ccccc2c2nc(=O)cc(C)n21 (configuration not stated),-6,3,8,-2,0,16,-2,0.0
CO[C@H]1CN(C)C(=O)c2cc(NC(=O)C3CC3)ccc2OC[C@H](C)N(Cc2ccccc2)C[C@@H]1C,-3,-16,-10,4,4,-3,2,0.2
C/C=C/c1cnc2c(c1)C(=O)N([C@H](C)CO)C[C@H](C)[C@@H](CN(C)Cc1ccccc1F)O2,-3,11,3,2,-19,-10,3,-0.1
O=C(Nc1ccc(N2CCOCC2)cc1)c1cc(-c2ccncc2)nc2ccccc12,12,4,x,-1,-2,6,-2,-0.2
O=C(CSc1nc2ccccc2s1)Nc1cc(C(=O)O)cc(C(=O)O)c1,x,-10,x,x,-4,26,0,0.0
Cc1nnc(SCC(=O)N2CCOCC2)[nH]c1=O,x,-3,x,3,-3,-1,-1,0.0
C[C@@H]1CN([C@H](C)CO)C(=O)Cc2cc(NC(=O)Nc3ccc4c(c3)OCO4)ccc2O[C@@H]1CN(C)C(=O)Nc1cccc2ccccc12,-1,3,-1,0,1,-8,-2,-0.8
C[C@H]1CN([C@@H](C)CO)C(=O)c2c(c3ccccc3n2C)-c2ccccc2CO[C@@H]1CN(C)C(=O)[C@@H]1CCCN1C,3,-5,x,2,3,17,-2,-0.5
COc1ccc(S(=O)(=O)N2C[C@H](O)COC[C@H]3O[C@@H](CC(=O)N[C@@H]4CCN(Cc5ccccc5)C4)CC[C@@H]32)cc1,-10,x,-18,0,x,19,x,0.0
Cc1ccc(NC(=O)CCC(=O)N/N=C/c2ccccc2O)cc1,-2,0,5,2,0,-2,1,0.0
CCOc1cc(/C=N/NC(=O)C2CCCC2)ccc1OC(C)C,x,-4,-24,-1,1,7,-5,-0.1

# Screening results from PubChem BioAssay.
